GAA glycogen – GAA glycogen-cleavage inhibition or activation | P10253 | recombinant GAA, glycogen substrate, Amplex Red glucose oxidase fluorescence | AID 2100 | 300,000 compounds, 0.38% hits | Potency, µM (doses to about 76.4 µM), inactives show at the top dose activity change, negative = inhibition, actives largely listed as inhibitors; active = well fitted inhibition curve with a large enough effect; inconclusive = small, poorly fitted or top-dose-only effect, or another doubt; inactive = no such curve, though single readings can be large or run the other way;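 note: 0% = full enzyme reaction and -100% = no-enzyme basal signal; the screen sought inhibitors and activators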
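qHTS, 1536-well; enzyme 4 nM final; cpd up to 77 uM; substrate bovine liver glycogen 30 ug; 50 mM citrate/phosphate pH 5.0, 0.01% Tween-20; 37 C, 40 min; Amplex Red detection 45 min RT; Hill fit → AC50.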
* marks the source's active call; other numbers are inactive results; [ ] = another dose, or the depositor's remark. Potency is the fitted concentration of half-maximal effect. These rows are one share of the data; the hit share may differ from the screen's.

A first look:
Screening COc1ccccc1N1CC(C(=O)OCC(=O)Nc2c(C)cccc2C)CC1=O (stereo not drawn) returned GAA glycogen -6.9%[76.3 µM].
Screening CC1CCN(Cc2cc(=O)oc3ccc(C(C)C)cc23)CC1 returned GAA glycogen 3.6%.
COc1ccc(-c2nnc(SCC(=O)N3CCCC3)o2)cc1 was read as GAA glycogen 5.7%.
Cc1ccccc1CCNCc1c(C(=O)O)c(C)n(Cc2c(F)cccc2Cl)c1C was read as GAA glycogen 11.6%[76.3 µM].
`COC(=O)c1sc(NC(=O)/C=C/c2ccc(OC)c(OC)c2)c(C(=O)OC)c1C` gave GAA glycogen 15.4%[76.3 µM].

All compounds of this part, repeating the preview:
Screening COc1ccccc1N1CC(C(=O)OCC(=O)Nc2c(C)cccc2C)CC1=O (stereo not drawn) returned GAA glycogen -6.9%[76.3 µM].
Screening CC1CCN(Cc2cc(=O)oc3ccc(C(C)C)cc23)CC1 returned GAA glycogen 3.6%.
COc1ccc(-c2nnc(SCC(=O)N3CCCC3)o2)cc1 was read as GAA glycogen 5.7%.
Cc1ccccc1CCNCc1c(C(=O)O)c(C)n(Cc2c(F)cccc2Cl)c1C was read as GAA glycogen 11.6%[76.3 µM].
`COC(=O)c1sc(NC(=O)/C=C/c2ccc(OC)c(OC)c2)c(C(=O)OC)c1C` gave GAA glycogen 15.4%[76.3 µM].
For O=C(Nc1nc(-c2ccc(F)c(F)c2)cs1)Nc1ccc(F)cc1F the results were GAA glycogen 0.1%.
`CCN1C(=O)[C@@H]2Cc3c([nH]c4ccccc34)C(c3cc(OC)c(OC)c(OC)c3)N2C1=S` (stereo partly drawn) gave GAA glycogen -14.6%.
`COc1ccccc1NC(=O)C1=C(C)Nc2nc(SCc3ccccc3F)nn2C1c1ccncc1` (stereo not drawn) gave GAA glycogen -11.5%[76.3 µM].
Screening CNC(=O)C(=O)NCC1OCCCN1S(=O)(=O)c1ccc(F)cc1C (stereo not drawn) returned GAA glycogen -0.6%[76.3 µM].
For CC(C)CC(=O)N1CCN(Cc2ccc(Br)cc2)CC1 the results were GAA glycogen 4.1%[76.3 µM].
For CCN(CC)C(=O)C1CCN(Cc2ccc(OCc3ccccc3)cc2)CC1 the results were GAA glycogen 11.5%[76.3 µM].
COC(=O)CSc1nc2sc3c(c2c(=O)n1-c1ccccc1C)CC(C)(C)OC3 was read as GAA glycogen 4.2%[76.3 µM].
`CCOc1ccccc1NC(=O)CCNS(=O)(=O)c1cccc2nsnc12` gave GAA glycogen -10.4%.
Cc1ccc(C)c(N2CCN(S(=O)(=O)c3ccc(-c4cc(C)no4)s3)CC2)c1 was read as GAA glycogen -20.6%[76.3 µM].
Screening CC(=O)Nc1ccc(S(=O)(=O)N2CCC(N3CCCC3)CC2)cc1 returned GAA glycogen -4.5%[76.3 µM].
`COc1ccc(NC(=O)Cn2cc(C(=O)c3ccccc3)c(=O)c3cc(OC)ccc32)c(OC)c1` gave GAA glycogen -10.6%[76.3 µM].
Screening COc1ccc(C2Nc3ccccc3C(=O)N2NS(=O)(=O)c2ccc(C)cc2)c(OC)c1 (stereo not drawn) returned GAA glycogen -19.6%[76.3 µM].
CCCNc1c(NC(=O)C2CCC(C)CC2)c(=O)oc2ccccc12 (stereo not drawn) was read as GAA glycogen 3.4%[76.3 µM].
`Cc1cccc(-c2nnc(SCC(=O)NC3CC3)n2C)c1` gave GAA glycogen -2.2%[76.3 µM].
CCOc1ccccc1-c1noc(CSc2nnc(-c3ccncc3)n2-c2ccc(F)cc2)n1 was read as GAA glycogen 12.4%[76.3 µM].
`CC(C)(C)C1CCC(=O)N(CCOc2ccccc2)CC1` (stereo not drawn) gave GAA glycogen -4.5%[76.3 µM].
Screening O=C(NCC1CCCN(Cc2ccc3c(c2)OCCO3)C1)c1ccc2c(c1)OCO2 (stereo not drawn) returned GAA glycogen 0.1%[76.3 µM].
`CCCSc1nnc2n(-c3cccc(C)c3)c(=O)c3c4c(sc3n12)CCCC4` gave GAA glycogen 7.0%[76.3 µM].
For COc1cc(C(c2c(C)n(C)n(-c3ccccc3)c2=O)c2c(C)n(C)n(-c3ccccc3)c2=O)cc(Br)c1O the results were GAA glycogen -21.6%[76.3 µM].
For CS(=O)(=O)N1CCN(c2ccc(NC(=O)COc3ccccc3[N+](=O)[O-])cc2)CC1 the results were GAA glycogen -4.8%[76.3 µM].
`COc1cccc(CNC(=O)c2ccc3c(c2)N(Cc2ccc(C(F)(F)F)cc2)C(=O)c2ccccc2S3)c1OC` gave GAA glycogen -11.4%[76.3 µM].
`COc1ccc(Nc2nc(N)c([N+](=O)[O-])c(N3CCN(C)CC3)n2)cc1` gave GAA glycogen -4.1%.
`NC(=O)C1CCN(C(=O)/C(=C/c2ccccc2)NC(=O)c2ccccc2)CC1` gave GAA glycogen -6.8%[76.3 µM].
Screening O=C(CSc1n[nH]c(-c2cccnc2)n1)Nc1cccc(Cl)c1 returned GAA glycogen 0.2%.
Cc1ccc([N+](=O)[O-])cc1NC(=O)c1cccnc1 was read as GAA glycogen 1.5%[76.3 µM].

2 records picked at random from those above:
`COc1ccc(Nc2nc(N)c([N+](=O)[O-])c(N3CCN(C)CC3)n2)cc1` gave GAA glycogen -4.1%.
For COc1cc(C(c2c(C)n(C)n(-c3ccccc3)c2=O)c2c(C)n(C)n(-c3ccccc3)c2=O)cc(Br)c1O the results were GAA glycogen -21.6%[76.3 µM].

Remaining list, next part:
`O=C(NCC(c1cccnc1)N1CCOCC1)C(=O)Nc1ccc(F)cc1` (stereo not drawn) gave GAA glycogen 4.7%[76.3 µM].
For CC1CCCCN1C(=O)COC(=O)C1CCN(S(=O)(=O)c2c(Cl)cccc2Cl)CC1 (stereo not drawn) the results were GAA glycogen -0.4%[76.3 µM].
For CCn1cc(C(=O)N2CCN(c3cc(Cl)ccc3C)CC2)c2cc(OC)c(OC)cc2c1=O the results were GAA glycogen 7.2%[76.3 µM].
O=C(Nc1ccccc1)C1CCN(C(=O)c2ccc(Br)cc2)CC1 was read as GAA glycogen -4.6%[76.3 µM].
`CCOc1cc(CNC(=O)c2cc(-c3ccc(Cl)s3)nc3ccccc23)ccc1OC` gave GAA glycogen -12.1%[76.3 µM].
`O=C(c1cccc(Cl)c1)N1CCCc2ccccc21` gave GAA glycogen 8.2%[76.3 µM].
`O=C(N/N=C/c1ccc(F)cc1)c1cccc(NC(=O)c2ccccc2Cl)c1` gave GAA glycogen -1.3%[76.3 µM].
Screening CC(=O)Nc1cccc(Oc2nc(C(F)(F)F)nc3ccccc23)c1 returned GAA glycogen -14.3%.
`CNC[C@@H](Cc1ccccc1)NC[C@@H](CC1CCCCC1)NCCCc1ccccc1` gave GAA glycogen 16.7%[76.3 µM].
For Cc1ccc(C(=O)COC(=O)c2cccc(NC(=O)c3ccc(Br)cc3)c2)cc1 the results were GAA glycogen 16.5%[76.3 µM].
For COc1ccc(OCC(=O)NNC(=S)NC(=O)C2CCCCC2)cc1 the results were GAA glycogen -7.0%[76.3 µM].
CCOC(=O)c1sc2ncn(CC(=O)Nc3cc(C)cc(C)c3)c(=O)c2c1C was read as GAA glycogen 11.4%[76.3 µM].
Screening C=CCc1ccccc1OCC(O)CN1CCN(c2ccccc2)CC1 (stereo not drawn) returned GAA glycogen inconclusive.
Screening CCC(C)c1ccc(N(C(=O)c2ccco2)C(C(=O)NC2CCCC2)c2cccnc2)cc1 (stereo not drawn) returned GAA glycogen -1.7%.
O=C(N/C(=C\c1ccc(Br)cc1)C(=O)N1CCOCC1)c1ccccc1Cl was read as GAA glycogen 0.3%[76.3 µM].
For O=C(Nc1ccnn1C1CCN(C2CCCC2)CC1)c1ccccc1Cl the results were GAA glycogen -0.2%[76.3 µM].
Screening CCOC(=O)CCc1c(C)c2ccc3c(c2oc1=O)CN(CCCO)CO3 returned GAA glycogen 4.3%.
C=CCNC(=O)C1CC(=O)N(c2ccc(OCC(=O)Nc3c(C)cccc3C)cc2)C1 (stereo not drawn) was read as GAA glycogen 3.1%.
For NC(=O)CC(NC(=O)c1ccccc1)c1ccc(N2CCC(Cc3ccccc3)CC2)c([N+](=O)[O-])c1 (stereo not drawn) the results were GAA glycogen -7.0%[76.3 µM].
Screening CCc1nnc(NS(=O)(=O)c2ccc(NC(=O)c3ccc(S(=O)(=O)N(CC)CC)cc3)cc2)s1 returned GAA glycogen -1.4%.

Reprinted from the part before: two entries, then new ones.
For NC(=O)CC(NC(=O)c1ccccc1)c1ccc(N2CCC(Cc3ccccc3)CC2)c([N+](=O)[O-])c1 (stereo not drawn) the results were GAA glycogen -7.0%[76.3 µM].
Screening CCc1nnc(NS(=O)(=O)c2ccc(NC(=O)c3ccc(S(=O)(=O)N(CC)CC)cc3)cc2)s1 returned GAA glycogen -1.4%.
CC(C(=O)OCC(=O)c1ccc(Br)cc1)N1C(=O)C2C3C=CC(C3)C2C1=O (stereo not drawn) was read as GAA glycogen 4.6%.
Screening Cc1ccc(Cl)cc1N1CCN(C(=O)COCc2cc(-c3ccc4c(c3)OCO4)on2)CC1 returned GAA glycogen 2.1%[76.3 µM].
`COc1ccc(C(=O)n2nc(-c3ccc(Cl)cc3)nc2NCc2ccco2)cc1` gave GAA glycogen -12.9%[76.3 µM].
`COCCNC(=O)c1ccc(S(=O)(=O)c2ccc(Cl)cc2)c(NC(C)=O)c1` gave GAA glycogen 3.4%.
CCOc1ccc(S(=O)(=O)NCCC(=O)N(C)CC(=O)Nc2ccc(OC)cc2)cc1 was read as GAA glycogen -1.9%[76.3 µM].
`COc1ccc(-c2ocnc2C(=O)Nc2ccc3c(c2)CCC3)cc1` gave GAA glycogen -7.0%.
For CCOC(=O)/C=C/C(=O)Nc1ccc(S(=O)(=O)Nc2cc(C)on2)cc1 the results were GAA glycogen 0.3%.
For CCOc1ccc(NC(=O)c2c(NC(=O)Cc3ccccc3)sc3c2CCC(C)C3)cc1 (stereo not drawn) the results were GAA glycogen -7.2%[76.3 µM].
CSc1ccc(Cn2nnc(C(=O)Nc3ccc(C)cc3Cl)c2N)cc1 was read as GAA glycogen -5.6%[76.3 µM].
Cc1cccc(C(=O)Nc2c(-c3ccc(F)cc3)nc3ccccn23)c1 was read as GAA glycogen -7.0%[76.3 µM].
`Cc1ccc2nc(-c3ccccn3)[nH]c2c1` gave GAA glycogen -8.7%[76.3 µM].
For Cc1nc(-c2cccc(NC(=O)C(C)Oc3ccccc3)c2)cs1 (stereo not drawn) the results were GAA glycogen -5.4%[76.3 µM].
For Cc1cccc(S(=O)(=O)c2cn(Cc3ccccc3)c3cc(N4CCOCC4)c(F)cc3c2=O)c1 the results were GAA glycogen -6.7%[76.3 µM].
Screening COc1ccc(-c2ccc(-c3noc(-c4cc(OC)cc(OC)c4)n3)c(OC)n2)cc1 returned GAA glycogen 13.8%[76.3 µM].
Screening O=C(NCc1cccnc1)Nc1cccc(Cl)c1Cl returned GAA glycogen 0.3%[76.3 µM].
O=C(c1ccc2nc(Cc3cccc(Cl)c3)oc2c1)N1CCC(CO)CC1 was read as GAA glycogen -5.1%[76.3 µM].
CCOc1ccc(C(=O)c2cn(Cc3ccccc3)c3c(F)cc(F)cc3c2=O)cc1 was read as GAA glycogen -5.8%[76.3 µM].
`COc1ccccc1N(CC(=O)N1CCN(c2ccc(F)cc2)CC1)S(=O)(=O)c1ccc(C)cc1` gave GAA glycogen -1.9%[76.3 µM].
CN1CCN(c2ccccc2NC(=O)c2ccc3c(c2)OCCO3)CC1 was read as GAA glycogen 16.1%.
`CC(=O)N1CCc2cc(S(=O)(=O)NC(C(=O)Nc3ccc(C)cc3C)C(C)C)ccc21` (stereo not drawn) gave GAA glycogen 19.4%[76.3 µM].
Screening C/C(=C\c1ccccc1)CN1CCN(C(C)C)C(CCO)C1 (stereo not drawn) returned GAA glycogen -6.6%[76.3 µM].
`CC(=O)N1CCOc2ccc(S(=O)(=O)N3CCC(C(=O)Nc4ccc(F)cc4)CC3)cc21` gave GAA glycogen 7.3%[76.3 µM].
Screening Cc1ccc(NC(=O)Cn2cc(C(=O)C3CC3)c3ccccc32)cc1C returned GAA glycogen 6.6%[76.3 µM].
Cc1cnc(C(=O)N2CCCC(N3CCN(c4ccccc4F)CC3)C2)cn1 (stereo not drawn) was read as GAA glycogen -1.2%[76.3 µM].
Screening O=C(C1CC1)N1N=C(c2ccc(Br)cc2)CC1(O)C(F)(F)F (stereo not drawn) returned GAA glycogen -5.3%.
`COc1ccc(NS(=O)(=O)c2cc(NC(=O)c3ccc(=O)[nH]c3)ccc2N2CCCC2)cc1` gave GAA glycogen 0.5%[76.3 µM].
`Cc1c(C(=O)Nc2cccc(F)c2)oc2c1-c1nn(Cc3c(F)cccc3Cl)cc1CC2` gave GAA glycogen -1.9%[76.3 µM].
C=C(c1ccccc1C)[n+]1ccccc1 was read as GAA glycogen 19.2%[76.3 µM].
Screening CC1CCCCN1C(=O)C1COc2ccccc2O1 (stereo not drawn) returned GAA glycogen 4.8%.
For COc1ccc(NC(=O)CN(C)C(=O)CNC(=O)c2cccs2)cc1 the results were GAA glycogen -0.4%[76.3 µM].
Screening CCCSCCCNC(=O)c1ccc(NC(=O)C2=CSCCO2)cc1 returned GAA glycogen -5.4%[76.3 µM].
`CCOc1ccc(CCNC(=O)c2ccc(CS(=O)Cc3ccc(Cl)cc3)o2)cc1` (stereo not drawn) gave GAA glycogen 21.2%[76.3 µM].
For CC(C)[C@H](NC(=O)c1ccco1)C(=O)NCc1ccccc1 the results were GAA glycogen 6.2%.
`COc1ccc(CC(=O)NCC(=O)N=Nc2c(O)[nH]c3ccccc23)cc1` gave GAA glycogen -14.0%[76.3 µM].
Screening O=C(Nc1cccc(-c2nc3ccccc3o2)c1)C(F)(F)F returned GAA glycogen -4.4%[76.3 µM].
For COc1ccc(CCNC(=O)CCCn2c(=O)c3ccccc3n(Cc3ccc(C)cc3)c2=O)cc1OC the results were GAA glycogen -6.5%[76.3 µM].
